Insulin prom up: MIN6 insulin promoter up-regulation; MIN6 insulin promoter-GFP reporter, high-content imaging; stronger effect = higher value; z-score at 5 µM; 190,000 tested, 0.3% active; AID 1625;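 active = z-score above 3 at 5 µM with at least 500 cells counted in the well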
bCat nuc transl: alters nuclear translocation of beta-catenin in HeLa cells | immunofluorescence imaging | nuclear translocation activity, % at 5 µM | 190,000 tested, 0.3% active | AID 1665;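 active = nuclear translocation activity above 50% at 5 µM, with a well cell count of 50 or more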;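 note: per-cell ratio of nuclear to cytoplasmic median beta-catenin stain intensity; plate controls were DMSO negative control for no effect and GSK-3 inhibitor IX positive control for full effect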
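System: Human HeLa cells, endogenous beta-catenin | Compound dosing: 5 µM primary, 0.02–20 µM confirmation | Timing: 24 h compound exposure at 37°C, 5% CO2 | Measured by: Fluorescence imaging of beta-catenin antibody stain plus DAPI | Read-out basis: % activation of per-cell nuclear versus cytoplasmic median beta-catenin signal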
NOD1 inhibition: inhibition of NOD1-driven NF-kB reporter – cell-based, luminescence, uHTS, primary screen (AID 1578); 290,000 tested, 1% active; NOD1-driven NF-kB luciferase reporter cells, luminescence; higher % means a stronger effect; one-dose inhibition, % at 4 µM; EC50 in µM for titrated hits; in the data active = inhibition mostly above about 36%, no sharp cut-off; inactive = mostly below about 34%;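 note: HEK-293T reporter cells stimulated with the NOD1 agonist gamma-tri-DAP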
MT stabilize HCS: microtubule stabilizers in HeLa cells. HeLa tubulin immunostaining HCS, 24 h; share of cells brighter than vehicle mean+2SD. 200,000 tested, 0.83% active. % tubulin-high responders, % at 10 µM;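 active = plate Z-score above 3 for both tubulin-high and condensed-nucleus cell shares, with cell loss under 80%, at 10 µM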;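 note: anti alpha tubulin signal scored within the nucleus-defined area of each cell; some results filed as inactive read as strong as hits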
P. falciparum M17LAP: P. falciparum M17LAP inhibitors, primary screen, biochemical, fluorogenic H-Leu-NHMec substrate, 1536-well (AID 1619). recombinant M17LAP, H-Leu-NHMec fluorogenic kinetic assay; higher % means a stronger effect. inhibition, % at 30 µM, or IC50 in µM where a hit was titrated. 220,000 tested, 0.38% active;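 active = compound inhibiting the enzyme by more than half at any dose during confirmatory dose-response retesting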;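 note: plate controls were full reaction with DMSO carrier for no effect and no enzyme background for full effect; strong numbers were not always called active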
Yfh1-off respiration: mitochondrial function rescue without frataxin homolog – Friedreich's ataxia, plus single-dose screen, dose response (AID 1465); S. cerevisiae Yfh1-off respiration, WST-1 reduction, 72 h; higher fold induction means a stronger effect; one-dose fold induction at 50 µM; EC50 in µM for titrated hits; 220,000 tested, 0.074% active;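 active = fold induction of absorbance versus untreated yeast above a set limit, then at least 30% activation at any dose in follow-up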;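 note: activators that raise dye reduction in frataxin-depleted yeast; strong numbers were not always called active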
HEK293 NOD2/NF-kB: NOD2 signaling inhibitors, cell-based, luminescence, uHTS, HEK293 (AID 1566); 290,000 tested, 0.63% active; HEK293 NOD2/NF-kB luciferase reporter, luminescence; higher % means a stronger effect; inhibition, % at 4 µM, or EC50 in µM where a hit was titrated; in the data active = inhibition above about 50%; note: many of its hits are not listed in these tables
Dynein cargo inh: dynein cargo transport inhibition. 3617.4 mouse cells, GR-EGFP nuclear translocation imaging; test concentration mostly 20 µM; stimulated with dexamethasone, 1 µM; stronger effect = lower value. z-score, hits read low. 220,000 tested, 0.47% active;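 active = plate z-score of nuclear minus cytoplasmic receptor signal below a set negative limit, without overly bright fluorescence or cell loss, cut at about -3.5 in these data, passing the limit was not always enough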;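 note: z-score of nuclear minus cytoplasmic ring GR-EGFP intensity difference per well; some compounds called inactive have numbers as strong as hits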
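Buffer or medium: tet-free medium with charcoal-stripped serum / Also added: dexamethasone agonist, 1.0 µM final, for 30 min / Timing: induction 48 h, compound 1 h, agonist 30 min / Measured by: high-content fluorescence imaging after fixation / Read-out: nuclear-to-cytoplasmic GR-EGFP distribution per well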
Autophagy mod: alters autophagy in cells; calls only at 10 µM (by protocol); 190,000 tested, 0.98% active; MEF GFP-LC3 puncta imaging; test concentration mostly 10 µM;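 active = percentage of spot-positive cells more than 3 SD above its plate mean, without a fluorescence outlier flag or 80% toxicity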;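 note: spot-positive cell cutoff set from DMSO-treated cells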
Dynein cargo inh cytoplasmic EGFP: further read-out of Dynein cargo inh, marked with its call; z-score; measured here: cytoplasmic GR-EGFP intensity; stronger effect = higher value
Dynein cargo inh nuclear GR-EGFP: also measured in Dynein cargo inh; calls as there; z-score; measured here: nuclear GR-EGFP intensity;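 lower value marks the stronger effect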
Dynein cargo inh cell count: second read-out of Dynein cargo inh, no call of its own (marks repeat the call); z-score; measured here: cell count per field
Insulin prom up cell count: further read-out of Insulin prom up, marked with its call; cell count; measured here: cytotoxicity, nuclei count;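 total cells summed across four imaged fields per well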
bCat nuc transl cell count 5 µM: recorded beside bCat nuc transl, whose call it bears; cell count; measured here: cell count, cytotoxicity flag
MT stabilize HCS Hoechst-high %: recorded beside MT stabilize HCS, whose call it bears; % Hoechst-high responders; measured here: nuclear condensation Hoechst responders;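 share of cells brighter than vehicle mean plus two SD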
MT stabilize HCS cytotoxicity %: further read-out of MT stabilize HCS, marked with its call; toxicity, %; measured here: cytotoxicity by cell density;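 0% = mean cell density of plate MIN control wells and 100% = no cells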
Autophagy mod cell loss 18 h: also measured in Autophagy mod; calls as there; toxicity, %; measured here: cell loss, nuclei count;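 cell loss after 18 h compound exposure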
* hit, by the source's call; i = inactive; / = no result given. These rows are one share of the data (hit frequency here may not be typical).

Second line of a record: Insulin prom up | Insulin prom up cell count | bCat nuc transl | bCat nuc transl cell count 5 µM | NOD1 inhibition | MT stabilize HCS | MT stabilize HCS Hoechst-high % | MT stabilize HCS cytotoxicity % | P. falciparum M17LAP | Yfh1-off respiration | HEK293 NOD2/NF-kB | Dynein cargo inh | Dynein cargo inh cytoplasmic EGFP | Dynein cargo inh nuclear GR-EGFP | Dynein cargo inh cell count | Autophagy mod | Autophagy mod cell loss 18 h
#1 Cn1c(/C(C#N)=N/O)nc2ccccc21
 : / | / | -1.0 | 540 | -2.4% | 2.2 | 1.2 | 4.7 | 21.1% | i | 15.0% | -0.582 | -0.241 | -0.0624 | -0.29 | i | -9.7
#2 Cc1c(-c2ccc(F)cc2)nc(N)c(C#N)c1-c1ccco1
 : -0.02 | 1253 | -3.7 | 998 | -3.4% | 6.4 | 3.9 | 3.9 | -16.7% | i | 6.3% | -1.61 | -0.18 | -0.613 | 0.489 | i | -8.3
#3 CCOc1ccc(/C=N/NC(=O)c2cc(-c3cccn3C)n[nH]2)cc1
 : -0.28 | 1266 | -4.5 | 1140 | -6.8% | 1.5 | 1.7 | 4.1 | -3.0% | i | 13.1% | -0.178 | -0.251 | 0.127 | 0.0925 | i | -5.9
#4 O=C(NC(=S)Nc1cc([N+](=O)[O-])ccc1Cl)c1ccccc1
 : / | / | -2.8 | 974 | -27.4% | 1.9 | 2.1 | 7.5 | 7.5% | i | -5.3% | 0.107 | 0.576 | 0.346 | 0.000664 | i | 1.4
#5 O=C(CCN1C(=O)c2ccccc2C1=O)Nn1cnnc1
 : -0.8 | 1190 | -9.0 | 1031 | 8.4% | 2.3 | 2.7 | 11.1 | 1.1% | i | 15.5% | -0.359 | -0.19 | 0.0666 | 0.675 | i | -3.1
#6 COc1cccc(C2CC(c3ccccc3)=NN2S(=O)(=O)c2ccc(C)cc2)c1OC (stereo not given)
 : / | / | 1.5 | 1075 | 13.9% | 9.3 | 2.9 | 4.7 | -3.5% | i | -11.7% | -3.49 | 13.6 | -0.314 | 0.182 | i | -28.2
#7 COc1ccc(NC(C)=O)cc1C
 : -0.29 | 1131 | -1.0 | 1107 | -19.1% | 3.0 | 2.4 | 8.4 | 3.4% | i | 7.7% | -0.292 | -0.297 | -0.0407 | 0.516 | i | -9.6
#8 CCCCCOCC1CC(C/C(C)=N/NC(N)=S)C(=O)O1 (stereo not given)
 : -0.04 | 1251 | 3.3 | 566 | -24.0% | 3.6 | 2.7 | 2.3 | -1.1% | i | 0.6% | -0.208 | -0.206 | -0.442 | -0.4 | i | 2.0
#9 O=C(Cc1cccs1)N/N=C/C=C/c1ccco1
 : 0.27 | 1239 | 2.0 | 487 | -25.0% | 1.9 | 2.5 | 13.6 | 30.3% | i | 2.3% | -1.46 | 0.174 | -0.925 | 1.01 | i | -7.0
#10 CCc1ccc2[nH]c3nc(C)cc(C)c3c(=O)c2c1
 : -0.35 | 1252 | -2.0 | 925 | -35.5% | 3.3 | 2.9 | 4.0 | -15.0% | i | -17.5% | -0.411 | -0.252 | -0.437 | 0.432 | i | -1.5
#11 CCOC(=O)Cc1nnc(NC(=O)COc2ccc(F)cc2)s1
 : 0.15 | 1453 | -2.4 | 995 | -19.1% | 2.4 | 1.2 | 6.8 | -3.2% | i | 6.7% | 0.356 | -0.207 | 0.532 | 0.227 | i | 10.6
#12 CC/C(=N\NC(=O)c1ccc(CN(C)S(=O)(=O)c2ccc(C)cc2)cc1)c1ccc(OC(F)F)cc1
 : / | / | -0.5 | 963 | -28.9% | 3.7 | 2.8 | 8.7 | -12.8% | i | 2.4% | 0.629 | -0.141 | 0.214 | -0.696 | i | 0.7
#13 CC(C)(C)C(=O)NC(=S)Nc1sc2c(c1C#N)CCCCC2
 : 1 | 1395 | -1.0 | 1107 | -10.7% | 4.0 | 3.5 | 7.1 | 13.9% | i | 7.3% | -0.331 | 0.0867 | -0.0739 | 0.0349 | i | -0.1
#14 CC(=O)N(C)C(c1ccc(N(C)C)cc1)c1nnnn1-c1c(C)cccc1C (stereo not given)
 : / | / | -1.7 | 1008 | -31.7% | 2.2 | 2.3 | 7.2 | 10.3% | i | -4.1% | -0.853 | -0.282 | -0.77 | 1.1 | i | -0.6
#15 CC(c1nnc(SCC(=O)N2CCc3ccccc32)n1-c1ccc(Cl)cc1)N(C)C (stereo not given)
 : -0.21 | 1523 | -1.3 | 1325 | -18.0% | 1.2 | 1.5 | 7.5 | -12.8% | i | 25.3% | -0.622 | -0.205 | -0.366 | 0.98 | i | 0.6
#16 OC(c1nnc(-c2ccccc2)o1)c1cccs1 (stereo not given)
 : 0.1 | 1204 | -0.9 | 1151 | -35.7% | 1.0 | 1.1 | 6.1 | -1.1% | i | -10.5% | -0.0905 | -0.28 | -0.309 | 1.07 | i | -1.9
#17 CC(=O)N1CCN(c2nc(-c3cccs3)nc3ccccc23)CC1
 : -0.39 | 1334 | -1.4 | 1084 | -44.9% | 0.9 | 2.2 | 3.0 | 4.6% | i | 1.3% | 0.659 | -0.354 | 0.492 | 0.218 | i | -11.8
#18 CCC(=O)N1CC23C=CC(CC2CC12CCCCC2)O3 (stereo not given)
 : 0.54 | 1176 | -3.7 | 808 | 17.8% | 2.9 | 1.2 | 4.0 | -0.9% | i | -1.6% | 0.232 | -0.214 | 0.443 | 0.197 | i | 8.3
#19 Cc1nc(/N=C(\N)NC(=O)c2ccccc2)nc2ccccc12
 : 0.05 | 1928 | 0.6 | 1020 | -26.9% | 0.7 | 2.1 | 8.9 | 9.4% | i | -7.1% | 0.624 | -0.227 | -0.0913 | -0.553 | i | 16.7
#20 Cc1cccc2cc(CN(Cc3cccs3)Cc3nnnn3Cc3ccccc3)c(=O)[nH]c12
 : -0.37 | 1039 | -3.9 | 1460 | 13.2% | 5.7 | 0.5 | 1.6 | -0.7% | i | 14.2% | 1.32 | -0.205 | 1.12 | -0.551 | i | 12.6
#21 Cc1ccccc1C1=N/C(=C/c2cccnc2)C(=O)O1
 : -0.23 | 1097 | 11.1 | 892 | -2.8% | 4.0 | 0.9 | 5.4 | 11.0% | i | 3.5% | -2.84 | 1 | -1.5 | -1.42 | i | -0.1
#22 COc1ccc(/C=C/C(=O)C2CC2)cc1Cn1nc(C)c([N+](=O)[O-])c1C
 : -1.45 | 1423 | -0.1 | 1030 | / | 3.8 | 2.7 | 4.7 | -4.1% | i | / | -0.736 | -0.23 | -0.467 | 0.729 | i | 15.8
#23 O=S(=O)(c1ccc(-c2cn3ccccc3n2)cc1)N1CCOCC1
 : 0.77 | 931 | / | / | -15.2% | 3.9 | 0.9 | 8.9 | -7.8% | i | -6.2% | -0.61 | -0.00872 | -0.162 | 1.19 | i | 26.2
#24 CCCCSc1nnc2c(n1)OC(C(=O)c1ccccc1)Nc1ccccc1-2 (stereo not given)
 : / | / | -17.2 | 1270 | -29.2% | 1.2 | 1.2 | 9.7 | 5.2% | / | 1.0% | -0.474 | -0.0679 | -0.294 | -0.0492 | i | -2.9
#25 Cc1sc2ncnc(SCC(=O)N3CCC(c4noc5ccc(F)cc45)CC3)c2c1C
 : 1.09 | 998 | / | / | 40.4% | 3.1 | 1.5 | 6.3 | 4.5% | / | 42.7% | -0.589 | -0.405 | -0.161 | 0.915 | i | -6.5
#26 C/C(=N\NC(=O)c1ccccc1)c1ccc2c(c1)OCO2
 : 0.01 | 927 | 2.5 | 1134 | -24.3% | 2.9 | 2.9 | 4.6 | 7.1% | i | -39.9% | -1.14 | -0.245 | -0.822 | 0.636 | i | -38.9
#27 O=C1CN(C(=O)COc2ccc(Br)cc2Br)c2ccccc2N1
 : 0.12 | 1239 | -2.8 | 1063 | -29.5% | 3.0 | 1.3 | 0.8 | 0.0% | i | 3.3% | -0.731 | 3.94 | 0.253 | 0.467 | i | 8.6
#28 Cc1ccc(NC(=O)c2noc3c2CCc2ccccc2-3)cc1
 : / | / | / | / | -57.1% | 1.6 | 1.5 | 9.4 | 0.2% | i | -21.5% | 1.45 | -0.25 | 0.687 | -1.06 | i | 10.0
#29 O=C(C[n+]1cc(-c2ccc(Cl)cc2)n2c1CCC2)Nc1nc(-c2ccc(F)cc2)cs1
 : 0.23 | 1059 | -0.3 | 1330 | -3.3% | / | / | / | 3.2% | i | -6.3% | 1.98 | -0.251 | 1.56 | -0.643 | / | /
#30 CC(C)c1ccc(NC(=O)COC(=O)CSc2nnc(N)s2)cc1
 : 0.41 | 1590 | -0.1 | 1199 | -28.6% | 2.8 | 1.4 | 1.1 | 18.7% | i | 1.1% | 0.919 | -0.231 | 0.592 | -0.0281 | i | 9.6
#31 COc1cc2cc(CN(CCc3cccc(C)c3)C(=S)NCCCN3CCOCC3)c(=O)[nH]c2cc1OC
 : 0.08 | 1372 | 0.2 | 997 | -8.5% | 1.7 | 1.4 | 3.9 | 8.0% | i | 18.4% | -0.656 | -0.275 | -0.495 | 0.771 | i | 1.9
#32 O=C(/C=C/c1ccccc1)N1CCC(c2ccccc2)C1 (stereo not given)
 : / | / | -0.5 | 990 | -86.0% | 2.2 | 2.0 | 0.8 | 0.1% | i | -112.5% | 0.531 | -0.204 | 0.455 | -1.08 | i | 3.3
#33 Cc1ccc(Cn2c(Cc3ccccc3)nc3ccccc32)cc1
 : 0.29 | 1483 | 0.0 | 1406 | 6.5% | 2.0 | 1.5 | 9.3 | 0.6% | i | 9.7% | -0.319 | -0.219 | -0.465 | -0.149 | i | 18.8

High-throughput results: PubChem BioAssay, several laboratories
